BaF3 tox: parental Ba/F3 viability inhibition as JAK2V617F counter-screen. CellTiter-Glo ATP luminescence. inhibition, % at 5.6 µM. 220,000 tested, 1.1% active;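 active means inhibition above a per-campaign cutoff, the mean inhibition of all tested compounds plus 3 SD, cut at about 27% in these data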;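 further: 0% = DMSO wells and 100% = JAK Inhibitor I control wells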
Calpain2 inh: calpain II (pig) inhibition. purified calpain II, fluorogenic peptide substrate, 30 min. inhibition, % at 16 µM. 220,000 tested, 0.37% active;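 active means inhibition above about 50%, limit read from the data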
PERK inh: human PERK inhibition, primary cell-based screen. Q9NZJ5. CHO PERK-DD fusion, SEAP luminescence translation reporter. inhibition, % at 5.6 µM. 220,000 tested, 0.17% active. AID 1416;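 active means inhibition above the mean inhibition of all tested compounds plus 3 SD, set separately per screening campaign, cut at about 2.9% in these data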;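 further: PERK kinase domain activated by AP20187 dimerizer at 100 nM; 0% = DMSO with dimerizer and 100% = rapamycin at 8.4 µM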
EP2 modulator: EP2 receptor (human) modulation | P43116 | EP2-expressing cells, cAMP HTRF FRET, PGE2 co-stimulation | induction, % at 25 µM | 260,000 tested, 0.83% active;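 active means compounds whose cAMP rise, as percent of the full-agonist control response, exceeds 60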;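 further: rat C6 glioma line stably carrying human EP2 under a CMV promoter; the protocol text gives 20 µM as final concentration; 100% = response of wells given 1 µM PGE2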
Target sequence (P43116 whole entry, looked up): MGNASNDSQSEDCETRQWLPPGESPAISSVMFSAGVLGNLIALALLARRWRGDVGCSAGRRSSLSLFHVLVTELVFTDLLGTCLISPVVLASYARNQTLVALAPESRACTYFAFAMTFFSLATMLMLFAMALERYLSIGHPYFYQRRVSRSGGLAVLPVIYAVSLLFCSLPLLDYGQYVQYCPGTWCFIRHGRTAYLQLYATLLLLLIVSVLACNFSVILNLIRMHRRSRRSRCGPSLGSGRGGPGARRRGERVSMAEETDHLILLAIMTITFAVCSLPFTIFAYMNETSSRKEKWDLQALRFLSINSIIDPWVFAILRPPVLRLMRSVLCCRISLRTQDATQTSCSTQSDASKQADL
S1P4 antagonist: antagonists of human S1P4 receptor; O95977; S1P4-expressing cells, antagonist mode, reporter read-out; inhibition, % at 4.98 µM; 220,000 tested, 0.26% active; in the data active means inhibition above about 29%;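 further: 0% = wells stimulated with agonist and 100% = vehicle wells without agonist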
Target sequence (O95977 whole entry, looked up): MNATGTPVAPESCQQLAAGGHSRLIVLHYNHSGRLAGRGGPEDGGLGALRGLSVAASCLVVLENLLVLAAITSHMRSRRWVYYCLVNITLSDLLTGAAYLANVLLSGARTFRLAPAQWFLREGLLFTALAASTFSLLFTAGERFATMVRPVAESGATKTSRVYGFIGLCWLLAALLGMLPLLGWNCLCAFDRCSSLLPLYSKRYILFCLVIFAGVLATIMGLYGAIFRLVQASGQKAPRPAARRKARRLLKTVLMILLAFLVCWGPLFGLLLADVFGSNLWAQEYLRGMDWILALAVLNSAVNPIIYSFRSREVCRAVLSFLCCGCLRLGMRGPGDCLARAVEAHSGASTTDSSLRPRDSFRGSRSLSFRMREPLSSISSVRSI
Ba/F3 V617F tox: reduce viability of Ba/F3 cells dependent on JAK2V617F; inhibition, % at 5.6 µM; Ba/F3 EpoR-JAK2V617F viability, ATP luminescence; 220,000 tested, 1.1% active; AID 1446;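 active means inhibition above the campaign mean plus 3 SD over all tested compounds, cut at about 24% in these data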;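 further: cytokine-independent growth of Ba/F3 cells driven by EpoR plus mutant JAK2; 0% = DMSO-treated cells and 100% = JAK inhibitor I control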
zfTRPN1 agonist: zebrafish TRPN1 (NompC) channel agonism | HEK293 zebrafish TRPN1-YFP, Fluo-8 calcium fluorescence; 100% = response to 87 µM carbachol | activation, % at 3 µM | 220,000 tested, 0.18% active;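 active means activation above its plate's cutoff, the mean activation of test wells on that plate plus 3 SD, cut at about 19% in these data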;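 further: 0% = DMSO alone and 100% = 87 µM carbachol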
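Material: zebrafish TRPN1-YFP in HEK293 cells. Doses: one dose of 3 µM, 0.3% DMSO. Incubation: dye 1 h 37 °C plus 30 min RT. Measured by: intracellular calcium fluorescence with Fluo-8.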
TRPML3 agonist: activates the human TRPML3 channel; Q8TDD5; 220,000 tested, 0.29% active; activation, % at 3 µM; AID 1448; HEK293 TRPML3-YFP, Fluo-8 calcium fluorescence; 100% = the carbachol control signal;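 active means activation above its plate's cutoff, the mean activation of the plate's test wells plus 3 SD, cut at about 12% in these data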;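 further: 0% = DMSO only wells and 100% = carbachol wells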
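Test system: TRPML3-YFP stable HEK293 cells. Doses: single point at 3 µM. Incubation: dye loading 1 h 37 °C then 30 min ambient, 125 s read. Signal: Fluo-8 calcium dye fluorescence, ex 470-495, em 515-575 nm. Measure: percent activation from peak-to-basal fluorescence ratio, scaled between DMSO and carbachol.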
S1P4 agonist: agonists of human S1P4 receptor; 220,000 tested, 0.35% active; O95977; activation, % at 4.98 µM; S1P4-expressing cell line, agonist reporter assay; in the data active means activation above about 11%;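 further: 0% = DMSO vehicle and 100% = reference agonist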
The depositor's hits bear a star; nt = no result given; & = joins results of further samples.

Order of results – BaF3 tox	Calpain2 inh	PERK inh	EP2 modulator	S1P4 antagonist	Ba/F3 V617F tox	zfTRPN1 agonist	TRPML3 agonist	S1P4 agonist
1	COc1ccccc1CNC(=O)C/C(C)=N/NC(=O)Cc1ccc(OC)c(OC)c1
  2	21	-0.4	21	-12	2	0.8	0.5	-0.1
2	NC1=NC(=O)/C(=C\c2cccnc2)S1
  -3	-5	1.1	35	-15	-3	1.3	0.7	2.8
3	Cc1ccc(-n2nnnc2SCC(=O)NNC(=O)c2ccco2)c(C)c1
  4	28	1.1	14	-7	-1	0.3	0.6	2.6
4	NC(=O)C1CCN(C(=O)CSc2nc3ccccc3[nH]2)CC1
  1	14	0.5	1	-13	-3	-0.6	0.8	-3.5
5	CCOC(=O)N1CCC2(O)CCCCC2C1c1ccc(F)cc1 (centres undefined)
  0	16	0.4	-6	5	-5	-1.9	-0.5	1.8
6	C=CCN(c1cccc(C(F)(F)F)c1)S(=O)(=O)c1cccc(C(=O)OCC(=O)NC(N)=O)c1
  3	2	-0.1	19	4	2	-2.1	-0.8	0.4
7	CC1(C)Cc2ccccc2C(/C(=N\Nc2cccc(Cl)c2)C(N)=O)=N1
  4	24	-0.3	20	0	1	-0.3	0.3	-0.5
8	Cc1ccc(C(=O)N/N=c2\sc3ccccc3n2C)cc1
  2	-3	1.4	-59	-6	0	0.6	0.2	2.1
9	Cc1ccc(NC(=O)CCC(=O)NNC(=O)NC2CCCCC2)c(C)c1
  1	-13	0.9	27	-12	-1	-0.3	0.6	0.5
10	CC(C)[C@H](NC(=O)NCCc1ccc(F)cc1)C(=O)O
  4	-17	1.6	24	-5	1	1.8	1.4	-0.3
11	Cc1cc(S(=O)(=O)NC2CCCCC2)ccc1OCC(=O)NCc1cccnc1
  4	8	0.2	-4	-7	-1	-0.1	0.5	-1.1
12	C#CCOCCOCCOCCNc1nc(N2CCOCC2)nc(N2CCN(C(=O)[C@H]([C@@H](C)CC)n3cc(CCCCN)nn3)CC2)n1
  -1	-22	-0.4	34	-11	-4	0.3	0.9	1.0
13	CCN(CC)c1ccc(C(=O)N/N=C(\C)c2ccc(O)cc2)cc1
  1	13	1.1	-50	-4	-2	-2.0	0.3	-0.1
14	Cc1ccc2c(CC(=O)NCc3ccco3)coc2c1C
  14	-19	1.1	8	8	35*	-0.7	-0.4	0.1
15	COc1ccc(OCCCn2cc(/C=C3/C(=N)N4C=C(C)SC4=NC3=O)c3ccccc32)cc1
  5	-74	0.8	4	12	-4	2.0	0.9	-0.1
16	CN(C(=O)COc1ccc(Cl)cc1)c1nnc(C23CC4CC(CC(C4)C2)C3)s1
  -2	9	1.8	-6	7	-4	1.1	0.8	0.8
17	COc1cc(/C=N/n2c(=S)[nH]nc(C)c2=O)cc([N+](=O)[O-])c1O
  4	19	0.5	6	7	1	-0.4	0.3	-1.9
18	Cc1ccsc1C(=O)c1sccc1C
  6	5	1.0	33	-6	-1	-1.5	0.4	0.4
19	CC(=O)Nc1ccccc1C(=O)C(=O)Nc1cccc(C(=O)NCc2ccc(C)cc2)c1
  4	13	-1.2	-43	-10	-1	0.3	1.3	-1.5
20	COc1ccccc1NC(=O)N1CCCC1C(=O)NC1CCCCC1 (centres undefined)
  3	8	-0.4	26	-15	1	0.2	0.1	-0.7
21	Cc1cc(OCC(=O)O/N=C(\N)c2ccccc2)ccc1Br
  3	-6	1.2	-25	-4	-7	-0.2	0.6	1.0
22	CSc1ccccc1NC(=O)c1ccc(Br)o1
  6	-12	0.6	7	-14	0	-1.3	-0.7	-2.0
23	O=C(C1CCCN1C(=O)c1cccs1)N1CCN(Cc2ccc3c(c2)OCO3)CC1 (centres undefined)
  6	-42	0.1	6	10	2	1.6	1.3	-1.3
24	CCN(CC)CCNC(=O)c1ccccc1N
  6	-379	-0.3	23	-8	0	-0.6	1.1	-2.1
25	COc1ccc(NC(=O)C(Br)C(C)C)cc1 (centres undefined)
  7	-6	0.1	-17	-17	0	-0.6	0.8	0.3
26	C/C(=N\NC(=O)C(=O)Nc1cc(C)ccc1C)c1ccncc1
  -5	-2	0.0	11	5	-3	-0.3	0.2	1.5
27	Cc1ccc(S(=O)(=O)/N=C(/NC(=S)Nc2cccc(C)c2)c2ccccc2)cc1
  5	-26	-0.7	-4	11	-3	0.2	0.1	-0.6
28	CC(=O)c1ccc(NC(=O)c2ccccc2Sc2ncnc3sc(C)c(C)c23)cc1
  2	-16	-0.7	10	11	0	0.0	0.3	0.0
29	COc1ccc(CN(C(=O)c2cccs2)c2nccs2)cc1OC
  1	16	-0.4	9&24	-23	-1	0.6	0.4	0.2
30	COC(=O)N1CC(=O)N(OC)C1c1ccc(Cl)cc1Cl (centres undefined)
  2	0	-0.3	27	-10	3	-0.1	-0.4	-1.1
31	Brc1cc2c(cc1/C=N/Nc1nc(N3CCOCC3)nc(N3CCOCC3)n1)OCO2
  2	-13	-0.2	-12	-13	-2	-0.9	-0.1	3.7
32	CCN1/C(=C2\SC(=S)N(Cc3ccccc3)C2=O)Sc2ccccc21
  7	-10	0.9	20	6	0	1.8	1.2	0.7
33	COc1ccc([N+](=O)[O-])cc1N(CC(=O)N1CCOCC1)S(C)(=O)=O
  3	-12	0.3	39	5	1	1.9	1.0	-0.9
34	COc1cc(-c2nc(CN3CCN(CC(C)C)C(=O)[C@@H]3C)c(C)o2)ccc1F
  3	-22	-0.2	-6	-19	-1	-0.7	0.4	0.8
35	COC(=O)[C@H](CC(C)C)NC(=O)CCc1nnc(COc2ccccc2)o1
  0	15	0.7	-4	-25	-1	-0.8	0.9	2.8
36	CCOC(=O)CSc1nnc(CNC(=O)c2cccc(C)c2)n1-c1ccccc1OC
  2	-8	1.6	38	9	-1	0.8	0.2	-1.2
37	Cc1ccc(/C=N/Nc2nc3ccccc3[nH]2)s1
  2	9	-0.3	-9	-13	-2	-1.9	-0.3	3.0
38	COCCOC(=O)C(C#N)c1nc2ccccc2nc1N1CCN(Cc2ccccc2)CC1 (centres undefined)
  6	-53	-0.9	-16	-19	0	1.0	0.5	0.5
39	O=C(Nc1ncc(Br)s1)C1CCCN1S(=O)(=O)c1cccc2cccnc12 (centres undefined)
  10	15	0.5	11	-2	4	-0.1	-0.6	0.7
40	C/C(=N\Nc1cccc(C(=O)O)c1)c1ccc(Cl)s1
  9	36	0.7	-27	12	6	-0.9	-0.8	-1.6
41	O=S(=O)(N/N=C/c1c(F)cccc1Cl)c1ccccc1
  6	15	0.4	-10	-14	-2	0.5	0.4	0.0
42	O=C1CN(C(=O)COC(=O)C23CC4CC(CC(O)(C4)C2)C3)c2ccccc2N1
  5	22	-0.1	10	-10	3	1.4	0.1	-2.5
43	CC(C)CCn1c(SCC(N)=O)nc2c1c(=O)n(C)c(=O)n2C
  3	-16	1.6	3	-1	-3	1.8	0.2	-0.2
44	CC(OC(=O)c1ccccc1O)C(=O)Nc1cccc(Cl)c1 (centres undefined)
  8	-57	0.2	-42	-2	5	-0.4	1.1	2.4
45	O=C(/C=C/c1ccnc2ccccc12)c1cccs1
  1	-5	-0.2	-40	15	0	-0.1	-0.2	-1.5
46	c1cnc(Oc2ccc(-c3nnco3)cc2)cn1
  4	13	0.4	14	37*	0	0.3	0.5	0.7
47	O=C(Nc1cc(C(=O)N2CCCC2)ccc1N1CCCC1)C1CC1
  5	-3	-0.1	36	-2	-2	-0.6	0.9	-4.1
48	CCOC(=O)Cn1nnnc1C
  4	-10	1.0	24	-10	1	0.6	-0.6	-0.8
49	O=C(CCSc1nnc(-c2ccco2)o1)Nc1ccc(F)cc1
  6	-5	0.4	-35	-1	-2	-0.7	0.6	0.1
50	O=C(O)c1cccnc1Sc1ccc(Cl)cc1
  -1	19	0.3	2	5	-7	0.3	-0.5	2.7

(list continues)
Order of results – BaF3 tox	Calpain2 inh	PERK inh	EP2 modulator	S1P4 antagonist	Ba/F3 V617F tox	zfTRPN1 agonist	TRPML3 agonist	S1P4 agonist
51	COc1cc2c(cc1OC)C(c1ccncc1)CC(=O)N2 (centres undefined)
  5	0	0.1	-4	-19	1	0.4	-0.8	-1.5
52	O=C(Nc1nnc(C(F)(F)F)s1)c1ccc(N2C(=O)C3C4C=CC(C4)C3C2=O)cc1 (centres undefined)
  7	10	-0.1	21	3	0	0.5	0.1	-1.9
53	Cc1ccc2c(COC(=O)c3c(C)noc3C)cc(=O)oc2c1
  1	-11	0.0	-27	-11	-1	-1.1	-0.1	3.5
54	Cc1ccc(S(=O)(=O)N2CCOCC2)cc1NC(=O)c1cc(-c2ccccn2)nc2ccccc12
  2	-22	-1.0	-16	7	-3	1.1	0.8	0.6
55	Cc1ccnc(N2CCC(C(=O)Nc3ccc(Oc4ccccc4)cc3)CC2)n1
  -1	-36	2.2	26	-5	-1	1.0	0.2	0.7
56	Cc1ccc2c(c1)-c1c(cnn1CC(=O)O)CO2
  0	-1	-0.8	35	-10	-5	-0.2	0.7	0.6
57	CC(C(=O)OCC(=O)Nc1cccc(S(=O)(=O)N2CCOCC2)c1)N1C(=O)c2ccccc2C1=O (centres undefined)
  3	-16	-0.2	-11	-3	0	2.7	1.4	0.6
58	O=C1c2cccc(Sc3ccccc3)c2C(=O)c2c(Sc3ccccc3)cccc21
  2	50*	0.8	-23	4	0	1.1	0.2	0.2
59	CN(C)CCOC(c1ccccc1)c1ccccc1
  2&0	-1&10	0.1&1.5	20&-2&6	-14&16	-5&3	1.4&0.2	0.7&0.4	0.2&0.9
60	CCOc1ccc2nc(N3CCCC(C(=O)N4CCN(CC)CC4)C3)sc2c1 (centres undefined)
  1	-11	-0.3	-27	-25	-4	0.6	1.2	1.2
61	Cc1ccc(C(=O)/C=C/Nc2ccccn2)cc1
  3	nt	1.3	nt	12	-1	0.6	0.1	0.0
62	Cc1ccccc1NC1=C(Cl)C(=O)OC1OC(=O)c1ccccc1C (centres undefined)
  1	25	0.4	-6	8	-4	-2.0	-1.4	-2.6
63	COc1ccc(N(CC(=O)Nc2cccc(C(=O)O)c2)S(=O)(=O)c2c(C)noc2C)cc1
  8	39	0.9	4	0	-5	2.7	0.6	-0.6
64	COc1ccccc1C/C(N)=N/OC(=O)c1ccco1
  6	-35	0.5	-3	12	-2	2.9	0.8	0.4
65	COC(=O)c1sccc1NC(=O)CSc1cccc(Cl)c1Cl
  5	14	-1.4	61*	-13	3	-0.5	-0.3	0.5
66	O=C(c1ccc2c(c1)OCO2)N1CCN(C(=O)c2ccco2)CC1
  5	14	0.8	1	-5	1	-0.8	0.0	0.6
67	CCCCNC(=O)CC1Nc2ccccc2NC1=O (centres undefined)
  2	-55	0.6	21	-4	0	0.4	0.4	1.9
68	Nc1nc(-c2ccccc2)c(N=Nc2cccnc2)s1
  6	-11	-0.7	-70	-16	1	-3.6	-2.3	1.3
69	CCOc1ccc(C(=O)Nc2nnn(CC)n2)cc1
  3	-10	0.5	-10&-21	-14	4	0.1	-0.7	3.2
70	CCCCN(Cc1ccccc1)c1ncnc2nc[nH]c12
  2	-4	0.7	-28	13	-1	-2.0	-1.0	0.4
